hERG WT inh = blocks the wildtype human KCNH2 potassium channel. Q12809. 340,000 tested, 0.37% active. activity change, % at 1.84 µM. U2OS, BacMam KCNH2, thallium flux FluxOr; hits give low values;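 active = maximum activity change below -70%; inconclusive = maximum activity change between -70% and -50%; inactive = maximum activity change above -50%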; note: % is set by controls: 0 for no effect and ±100 for the full control effect
Target sequence (Q12809 whole entry, looked up): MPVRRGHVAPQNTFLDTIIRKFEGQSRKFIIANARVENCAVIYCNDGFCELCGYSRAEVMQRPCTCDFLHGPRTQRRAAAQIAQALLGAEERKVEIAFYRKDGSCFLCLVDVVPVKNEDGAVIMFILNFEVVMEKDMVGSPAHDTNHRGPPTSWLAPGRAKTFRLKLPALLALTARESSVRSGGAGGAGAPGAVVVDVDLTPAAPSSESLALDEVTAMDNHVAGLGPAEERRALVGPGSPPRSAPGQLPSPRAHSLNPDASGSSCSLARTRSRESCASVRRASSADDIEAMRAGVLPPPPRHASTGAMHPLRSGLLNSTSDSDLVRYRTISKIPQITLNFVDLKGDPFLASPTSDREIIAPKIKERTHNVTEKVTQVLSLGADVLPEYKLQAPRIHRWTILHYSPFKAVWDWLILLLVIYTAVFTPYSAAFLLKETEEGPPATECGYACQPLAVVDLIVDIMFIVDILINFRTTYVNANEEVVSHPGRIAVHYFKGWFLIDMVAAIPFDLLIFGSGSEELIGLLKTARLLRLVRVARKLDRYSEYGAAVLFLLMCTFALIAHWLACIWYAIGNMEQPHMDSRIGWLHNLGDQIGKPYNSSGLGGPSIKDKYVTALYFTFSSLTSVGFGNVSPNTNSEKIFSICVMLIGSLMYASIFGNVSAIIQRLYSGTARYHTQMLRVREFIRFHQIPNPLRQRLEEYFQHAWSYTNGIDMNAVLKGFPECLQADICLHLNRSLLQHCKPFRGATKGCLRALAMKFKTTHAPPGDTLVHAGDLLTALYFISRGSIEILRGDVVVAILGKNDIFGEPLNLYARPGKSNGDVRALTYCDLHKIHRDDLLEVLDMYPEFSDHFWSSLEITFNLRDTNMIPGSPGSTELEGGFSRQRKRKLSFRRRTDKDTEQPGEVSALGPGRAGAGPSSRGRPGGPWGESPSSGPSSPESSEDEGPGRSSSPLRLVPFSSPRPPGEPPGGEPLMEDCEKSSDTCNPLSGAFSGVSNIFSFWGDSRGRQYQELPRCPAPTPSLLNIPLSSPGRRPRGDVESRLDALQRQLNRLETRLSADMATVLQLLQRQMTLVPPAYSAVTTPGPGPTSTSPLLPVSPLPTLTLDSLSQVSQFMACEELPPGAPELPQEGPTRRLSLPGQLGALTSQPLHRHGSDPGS
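U2OS cells transduced with wild-type KCNH2 virus are loaded with FluxOr dye for 45 min, and thallium flux is measured in kinetic reads before and after stimulation buffer. Rate constants are normalized to DMSO controls.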
Giardia killer = Giardia lamblia killing | Giardia lamblia trophozoite viability | activity change, % at 7.66 µM, hits read low | 340,000 tested, 0.15% active; in the data active = activity change below about -80%; inconclusive = between about -30% and that limit;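 note: parasites exposed to compound for two days anaerobically before the ATP read; % is set by controls: 0 for no effect and ±100 for the full control effect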
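ATP-content bioluminescence gauges trophozoite survival. Cells (100/well) receive compound and incubate anaerobically for 48 hrs at 37 deg C; detection reagent follows for 15-30 min at room temperature.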
TCR act = activates T cell receptor signaling; primary human leukocytes, anti-CD3, IL-2 HTRF, 48 h; Potency, µM (titrated, usually from 9.22 µM), for the others: at the top dose activation of IL-2 secretion, usual class: activators; 330,000 tested, under 10 active; AID 504894; active = well fitted activation curve with a large enough effect; inconclusive = small, poorly fitted or top-dose-only effect, or another doubt; inactive = no such curve, though single readings can be large or run the other way; note: % of control where 0% means no effect
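Compounds are tested in HTS on primary human leukocytes co-incubated with a-CD3 beads for 48 hr. IL-2 output is measured by time-resolved FRET.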
Starred values were filed as active, the others as inactive; ? = inconclusive; [ ] = another dose, or the depositor's remark. This is a subset; rates above refer to the full screens.

SMILES	hERG WT inh	Giardia killer	TCR act
CCN(C(=O)COC(=O)c1cc(=O)[nH]c2ccccc12)c1c(N)n(Cc2ccccc2)c(=O)[nH]c1=O	5.9	14.3	3.9%
CS(=O)(=O)c1ccc(Cl)c(NC(=O)CN2CCN(S(=O)(=O)/C=C/c3ccccc3)CC2)c1	25.8	7.0	1.4%
Cc1ccc(S(=O)(=O)Nc2cncnc2NS(=O)(=O)c2ccc(C)cc2)cc1	3.1	11.3	-3.6%
Cc1nc2ccccc2c(C(=O)O)c1-c1ccccn1	-1.7	-0.2	-0.7%
Cc1onc(-c2ccccc2)c1C(=O)NCc1ccc(F)cc1	-3.0	13.4	0.2%
O=[N+]([O-])c1ccc(Nc2nccc(Cl)n2)cc1	-2.2	-11.0	-3.7%
COc1ccccc1OCCNC(=O)c1ccc(C(C)(C)C)cc1	-5.7	-4.5	3.8%
NNC(=O)c1c[nH]c2ccc(OCc3ccccc3)cc12	17.6	-1.9	-9.9%
O=c1cc(SCc2ccc(Cl)cc2Cl)nc[nH]1	22.4	-1.6	7.2%
O=C(Cc1ccccc1)NCCCNC(=O)Cc1ccccc1	18.7	-15.3	4.3%
COc1ccc(OC)c(Nc2cc3ccccc3c(=O)[nH]2)c1	2.2	15.8	-18.4%
COC(=O)C1=C(C)N(CCCC(=O)O)C(=O)NC1c1cccc2ccccc12 (stereo not given)	8.5	-13.5	-9.0%
O=[N+]([O-])c1cccnc1Sc1ccc(F)cc1	2.2	-11.4	8.7%
Cc1cc(O)c(C(C)C)cc1NC(=O)Nc1ccc([N+](=O)[O-])cc1	-3.2	-2.4	-0.1%
CC(=O)N1C2=CCCC3CCCCC23c2ccccc21 (stereo not given)	-1.4	10.4	-6.1%
CC(C)CN1CCC(=O)NC1=S	-0.7	0.9	4.8%
COC(=O)c1ccc(CN2CCC(Oc3cccc(C(=O)N4CCCC4)c3)CC2)cc1	13.6	8.1	-5.2%
O=C(NNC(=O)c1ccc(Br)o1)c1ccc(NS(=O)(=O)c2cccs2)cc1	-8.3	5.9	5.8%
CCC1(O)CC2CN(CCc3c([nH]c4ccccc34)C(C(=O)OC)(c3cc4c(cc3OC)N(C=O)C3C(O)(C(=O)OC)C(OC(C)=O)C5(CC)C=CCN6CCC43C65)C2)C1 (stereo not given)	26.0	15.0	-5.5%
N#C/C(=C/C1=C(N2CCOCC2)C(=C/c2ccc(Cl)cc2Cl)/CC1)C(=O)Nc1ccccc1F	-4.5	7.7	-6.4%
CC(C)=CCc1c(O)cc(O)c2c1OC(c1ccc(O)cc1)CC2=O (stereo not given)	4.7	1.6	-0.1%
c1ccc2nc(N3CCCC3)c(N3CCCCC3)nc2c1	6.9	3.4	-6.0%
CCOC(=O)C1=C(C)N(CCCC(=O)O)C(=O)NC1c1ccccc1 (stereo not given)	-4.1	?	3.0%
O=C(Cc1ccccc1)c1ccc(N2CCOCC2)cc1	4.4	4.4	1.0%
COc1ccc(C(CNC(=O)C(C)(C)Oc2ccc(Cl)cc2)N2CCOCC2)cc1 (stereo not given)	15.5	-11.0	3.0%
CC(C)c1ccccc1OCCCCCN1CCOCC1	8.7	9.0	3.4%
CCNC(=S)Nc1ccc2c(c1)oc1ccccc12	2.5	-5.9	3.0%
COC1OC(CO)C(N=C(C)C)C1O (stereo not given)	25.7	27.6	-5.9%
O=C(Cc1ccccc1)Nc1ncccc1Cl	1.0	28.4	-2.6%
CC(O)C(NS(=O)(=O)c1ccc(Cl)cc1)C(=O)OCC(=O)c1ccc2c(c1)NC(=O)CO2 (stereo not given)	1.0	11.0	5.1%
CN(C)CCNc1ccc2nnn3c4ccc(O)cc4c(=O)c1c23	-6.8	22.2	-2.8%
C=CCn1c(SCCN)nnc1-c1cccc(S(=O)(=O)N2CCOCC2)c1	5.3	8.0	6.4%
Cc1nc(Cl)sc1C(=O)Nc1cccc(C(F)(F)F)c1	-18.1	6.3	-20.5%
CCc1cc(C(=O)Nc2cc(S(=O)(=O)N3CCOCC3)ccc2N2CCN(CC)CC2)sc1C	7.0	-1.8	-13.0%
CC(C)(C)S(=O)N1Cc2cn(Cc3ccccc3)c(=O)cc2[C@H]1CCO (stereo not given in full)	-2.9	3.7	3.6%
O=C(Nc1cccc(C(=O)N2CCCCC2)c1)c1ccccc1	1.7	-1.9	-6.3%
Nc1ccc2c(c1)C(=O)c1ccc(Cl)cc1-2	0.2	18.9	-4.0%
O=S(=O)(c1cccc(C(F)(F)F)c1)c1ccc(O)cn1	-3.6	-0.8	4.2%
C[C@H](O)[C@@H]1C(=O)N2CCc3ccc(-c4cccc(F)c4)cc3[C@@H]2C[C@@H]1N(C)C(=O)Nc1ccccc1	-4.3	-13.5	-2.4%
O=C(Cc1ccc([N+](=O)[O-])cc1)N/N=C/c1cccnc1	6.0	?	0.2%
COc1cccc2cc(-c3ccccc3)oc12	1.9	27.7	-2.1%
CCOc1ccc(/C=C(/C#N)c2nnc(N3CCOCC3)n2-c2ccccc2)cc1OC	3.8	3.8	14.1%
CC(C)(C)c1nc2c(s1)CCc1onc(-c3ccc(Br)cc3)c1-2	4.6	-3.9	7.1%
CCN(C(=O)COC(=O)c1ccc(-n2c(C)ccc2C)cc1)c1c(N)n(Cc2ccccc2)c(=O)[nH]c1=O	3.0	-30.0	9.5%
CC1(C(=O)O)CCC(C(=O)NNC(=O)c2ccccc2Cl)C1(C)C (stereo not given)	-2.1	4.9	2.1%

Structural class: the entries above with an aryl thioether with sulfur outside any ring.
SMILES	hERG WT inh	Giardia killer	TCR act
O=c1cc(SCc2ccc(Cl)cc2Cl)nc[nH]1	22.4	-1.6	7.2%
O=[N+]([O-])c1cccnc1Sc1ccc(F)cc1	2.2	-11.4	8.7%
C=CCn1c(SCCN)nnc1-c1cccc(S(=O)(=O)N2CCOCC2)c1	5.3	8.0	6.4%

Next part
SMILES	hERG WT inh	Giardia killer	TCR act
CCN(CC)CCN(C(=O)/C=C/c1cccs1)c1nc2ccc(OC)cc2s1	12.6	37.2[activator]	8.7%
CN1OC[C@@H]2CN[C@H](c3cccc(-c4ccccc4)c3)C[C@@H]21	3.8	?	11.0%
CN1C=CC(=O)[C@@H](OC(=O)Nc2ccc(Br)cc2)[C@H]1c1ccccc1Br	-6.9	-22.7	-2.5%
CCN(CC(=O)Nc1ccccc1C(F)(F)F)C(=O)c1ccccc1OCc1ccc(F)cc1	5.4	-3.4	2.7%
O=C1c2oc3ccc(F)cc3c(=O)c2C(c2ccc(F)cc2)N1CCCN1CCOCC1 (stereo not given)	18.0	7.5	2.7%
CCOc1ccccc1C=NNC(=O)CCCCC(=O)NN=Cc1ccccc1OCC	-0.2	-1.6	-4.7%
COc1cccc(NC(=O)CN(C)C(=O)CC2CCCC2)c1	0.1	-12.7	-7.7%
CN(C)CCOC1c2ccccc2C=Cc2ccccc21	1.4	-18.2	7.1%
CC(=NNc1ccccc1)C(C)=NNc1ccccc1	43.0	7.7	5.1%
Cc1cc(C2(c3ccc(O)c(C)c3)C(=O)N(C)c3ccc(Br)cc32)ccc1O	-0.9	5.0	6.5%
COc1ccc(OC)c(-c2nn(-c3ccccc3)cc2C(=O)NCC2CCCO2)c1 (stereo not given)	28.3	-1.6	16.5%
CC1CC(C)(C)CC2(C1)NC(=O)N(CC(=O)OCC(=O)Nc1cc(S(=O)(=O)N3CCCCC3)ccc1Cl)C2=O (stereo not given)	-4.5	-26.2	1.9%
CN(C)CC1CCC/C(=C/c2ccc(Cl)cc2)C1=O (stereo not given)	5.0	8.9	-0.3%
Cn1c(N)cc(=O)[nH]c1=S	5.2	50.4[activator]	-1.5%
CCN1CC(C)(C)N(C(=O)c2ccccc2)CC1(C)C	-35.9	16.3	-2.4%
COc1ccc(C(=O)Cc2ccccc2C(=O)O)cc1	-1.4	-18.5	-3.5%
COc1ccc(Cl)cc1N1C(=O)/C(=C/c2sccc2C)N=C1SCC(=O)NC1CC1	6.4	-7.9	-1.7%
O=C(NCCCNC(=O)c1ccccc1)c1ccccc1	-4.6	2.9	4.9%
CCOC(=O)c1cc2c(=Cc3ccc(N(C)C)cc3)c3ccccc3n2[n+]1C	-3.2	-13.1	10.3%
O=C(NCc1ccco1)Nc1cccc(-c2ccccc2)c1	-0.4	10.8	-2.3%
Cc1nc(SCC(=O)N2CCCCCC2)c2c(=O)n(C)c(=O)n(CC(C)C)c2n1	-7.6	-1.1	0.4%
CC(C)(C)S(=O)(=O)N1C[C@H]2C(=CC[C@@H]3C(=O)N(c4ccccc4)C(=O)[C@@H]32)[C@H]1CCO	-1.9	7.6	12.6%
Cn1c(=O)c2[nH]c(SCCN3CCCCC3)nc2n(C)c1=S	-4.9	8.1	-0.4%
O=c1c(Br)ccc(Br)cc1Br	3.9	0.9	0.6%
O=S(=O)(Nc1ncccn1)c1ccc(NC(=S)N2CCN(c3cccc(C(F)(F)F)c3)CC2)cc1	-22.0	11.1	4.1%
O=[N+]([O-])c1csc2ccccc12	3.4	13.2	-3.4%
O=C(O)C(O)(c1ccccc1)C(O)c1ccccc1 (stereo not given)	4.3	-2.9	10.9%
N#Cc1cccnc1N1CCN(C(=O)c2ccc3c(c2)S(=O)(=O)c2ccccc2C3=O)CC1	-7.0	25.5	-2.2%
COc1ccc(-c2cc(C(=O)NCc3ccco3)c3ccccc3n2)cc1OC	-0.4	11.3	-7.9%
O=C(Nc1cccc(C(=O)N2CCOCC2)c1)C1CCCC1	-5.9	-5.4	1.7%
O=C1NC(=S)NC1=Cc1ccccc1O	2.6	2.9	-14.9%
O=C1CCCN1CCCNCCCn1cnc2c(OCc3ccccc3)ncnc21	7.4	22.0	2.6%
Cn1cnc2c(SCc3ccccc3)ncnc21	5.8	-26.1	-6.3%
CC1=C(CC[C@@H](C)CO)OC2CC3C4CCC5CC(O)CCC5(C)C4CC(=O)C3(C)C12 (stereo not given in full)	1.7	-0.5	0.2%
O=C(Nc1cc(Cl)ccc1-n1cncn1)c1ccco1	16.4	4.8	1.7%
CCN(CC)C(=O)Cn1cc(S(=O)(=O)CC(=O)Nc2ccccc2F)c2ccccc21	-2.2	-1.7	1.6%
c1ccc2c(-c3cncc4ccccc34)cncc2c1	1.2	-17.4	0.0%
CN(C(=O)c1cccc(NC(=O)Cc2ccc(NC(=O)C3CCN(C(=O)C4CCCCC4)CC3)cc2)c1)C1CCCCC1	-0.8	-0.5	5.5%
O=C(O)c1ccccc1NN=Cc1ccccc1	2.2	-10.8	2.3%
Cc1ccc(NC(=O)/C=C/c2ccc(S(=O)(=O)N3CCOCC3)cc2)cc1S(=O)(=O)N(C)C	-2.7	-1.5	-10.3%
Brc1ccsc1/C=N/Nc1ccccc1	1.0	-16.7	2.9%
O=C(N1CCN(c2ncccn2)CC1)C12CC3CC(CC(C3)C1)C2	-11.6	-18.8	-6.5%
COc1ccc(C=NNC(=S)Nc2ccc(F)cc2)cc1OC	3.1	-6.0	-2.1%

Filtered by structure, those above containing fluorine
SMILES	hERG WT inh	Giardia killer	TCR act
Cc1onc(-c2ccccc2)c1C(=O)NCc1ccc(F)cc1	-3.0	13.4	0.2%
O=[N+]([O-])c1cccnc1Sc1ccc(F)cc1	2.2	-11.4	8.7%
N#C/C(=C/C1=C(N2CCOCC2)C(=C/c2ccc(Cl)cc2Cl)/CC1)C(=O)Nc1ccccc1F	-4.5	7.7	-6.4%
Cc1nc(Cl)sc1C(=O)Nc1cccc(C(F)(F)F)c1	-18.1	6.3	-20.5%
O=S(=O)(c1cccc(C(F)(F)F)c1)c1ccc(O)cn1	-3.6	-0.8	4.2%
C[C@H](O)[C@@H]1C(=O)N2CCc3ccc(-c4cccc(F)c4)cc3[C@@H]2C[C@@H]1N(C)C(=O)Nc1ccccc1	-4.3	-13.5	-2.4%
CCN(CC(=O)Nc1ccccc1C(F)(F)F)C(=O)c1ccccc1OCc1ccc(F)cc1	5.4	-3.4	2.7%
O=C1c2oc3ccc(F)cc3c(=O)c2C(c2ccc(F)cc2)N1CCCN1CCOCC1 (stereo not given)	18.0	7.5	2.7%
O=S(=O)(Nc1ncccn1)c1ccc(NC(=S)N2CCN(c3cccc(C(F)(F)F)c3)CC2)cc1	-22.0	11.1	4.1%
CCN(CC)C(=O)Cn1cc(S(=O)(=O)CC(=O)Nc2ccccc2F)c2ccccc21	-2.2	-1.7	1.6%
COc1ccc(C=NNC(=S)Nc2ccc(F)cc2)cc1OC	3.1	-6.0	-2.1%

Screening results deposited in PubChem by National Center for Advancing Translational Sciences (NCATS).
